SR-BI uptake up: activators of SR-BI mediated HDL lipid uptake. CHO ldlA[mSR-BI] cells, DiI-HDL uptake fluorescence, 3 h; 100 = double the neutral-control signal. activation, % at 12.5 µM. 320,000 tested, 0.096% active. AID 504775;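 active means mean replicate activation of at least 60% and every replicate at or above 60%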;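 further: 0% = median plate neutral-control signal and 100% = twice that signal; values of inactives mirror those of a sister screen read the other way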
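Material: SR-BI-overexpressing, LDLR-lacking CHO cells; schedule: compound exposure 3 h, 37 °C; reagent: DiI-labelled HDL at 10 µg/mL final; technique: bottom-read fluorescence, 550/595 nm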
PKA-R2B act: PKA-R2B complex activation; activation, % at 11.4 µM; PKA-R2B holoenzyme dissociation, Cy5-IP20 fluorescence polarization; R2B truncated from residue 108, S112A mutant; 0% DMSO only, 100% 113 µM cGMP; 340,000 tested, 0.079% active; P22694+P31323; AID 504700;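 active means activation above a cutoff set at the mean over all compounds plus 3 SD, cut at about 18% in these data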;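 further: higher means more holoenzyme dissociation and a rise in polarization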
Target sequence (P31323 whole entry, looked up, other chains not shown, the tested form may be a part): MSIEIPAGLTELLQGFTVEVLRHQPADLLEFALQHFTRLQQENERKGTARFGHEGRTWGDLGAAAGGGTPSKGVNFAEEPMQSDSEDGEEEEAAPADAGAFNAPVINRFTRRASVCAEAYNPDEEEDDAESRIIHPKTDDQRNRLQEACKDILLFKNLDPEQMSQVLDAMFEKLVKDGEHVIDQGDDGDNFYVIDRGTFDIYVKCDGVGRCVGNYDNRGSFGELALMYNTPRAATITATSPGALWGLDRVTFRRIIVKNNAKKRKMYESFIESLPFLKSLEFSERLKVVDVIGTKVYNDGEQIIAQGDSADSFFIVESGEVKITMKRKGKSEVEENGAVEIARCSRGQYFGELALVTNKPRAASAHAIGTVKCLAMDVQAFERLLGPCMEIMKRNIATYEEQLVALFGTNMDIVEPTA
CAL PDZ FP-1: blocks peptide binding to the human CAL PDZ domain | inhibition, % at 24.9 µM | 300,000 tested, 0.92% active | purified CAL PDZ, TMR-peptide fluorescence polarization, 1 h | Q9HD26 | AID 602252;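 active means mean inhibition of at least 30% with at least half of replicates also reaching 30%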;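 further: 0% = DMSO neutral control and 100% = excess unlabeled competitor peptide PRC23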
Rtt109 Vps75: C. albicans Rtt109 histone acetyltransferase inhibition; purified Rtt109/Vps75, ThioGlo CoA-SH fluorescence, 4 h; inhibition, % at 34.9 µM; 330,000 tested, 0.16% active;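 active means inhibition of at least 50% in every replicate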
RTF Ca sens act: increases calcium sensitivity of human cardiac regulated thin filaments; activation, % at 7.2 µM; 340,000 tested, 0.24% active; P19429+P45379; IANBD-labeled TnC RTF fluorescence at EC20 calcium; 0% EC20 calcium, 100% full calcium;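 active means activation above the mean over all tested compounds plus 3 SD, cut at about 30% in these data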;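 further: rise in fluorescence read as greater calcium sensitivity of cardiac thin filaments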
CAL PDZ FP-2: blocks peptide binding to human CAL PDZ domain | AID 504414 | Q9HD26 | purified CAL PDZ, TMR-peptide fluorescence polarization, 1 h | 330,000 tested, 0.02% active | inhibition, % at 20 µM;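 active means highest replicate inhibition of at least 40%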;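 further: plate controls were DMSO neutral control wells for no effect and unlabeled competitor peptide control wells for full effect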
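Test system: tagged CAL PDZ domain / Buffer or medium: sodium phosphate/NaCl buffer pH 7.4 with TCEP, IgG, Thesit / Reagent: TMR-labelled reporter peptide T*-PRC34 bound in PDZ groove / Compound dosing: single point, 20 µM / Schedule: 1 h incubation at room temperature before polarization reading / Technique: fluorescence polarization (mP) / Benchmarks: unlabelled peptide, DMSO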
DAGLB inh: blocks human DAGLB lipase activity | Q8NCG7 | HEK293T DAGLB membrane lysate, EnzChek fluorogenic substrate | inhibition, % at 5.17 µM | 340,000 tested, 0.059% active | AID 504411; in the data active means inhibition above about 34%;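 further: 0% = enzyme with vehicle and 100% = wells lacking enzyme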
RTF Ca sens inh: cardiac RTF calcium desensitization; AID 493244; 340,000 tested, 0.12% active; P19429+P45379; inhibition, % at 7.15 µM; IANBD-labeled cardiac RTF, Ca2+ fluorescence;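 active means inhibition above the mean inhibition of all tested compounds plus 3 SD, cut at about 17% in these data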;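 further: assay run at fixed EC70 calcium of 1.6 mM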
C-LANA FP: inhibitors of KSHV LANA C-terminal domain DNA binding; MBP-C-LANA/FAM-LBS DNA binding, fluorescence polarization; inhibition, % at 9 µM; 340,000 tested, 0.078% active;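 active means highest replicate inhibition at or above 60% at 9 µM, even if other replicates fall short; inactive means all replicates below 60% inhibition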;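 further: 0% = neutral control wells and 100% = 4 µM acridine orange control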
Keap1 Nrf2 FP: disrupts human Keap1 binding to Nrf2 peptide; inhibition, % at 9.4 µM; Q14145; Keap1 Kelch-Nrf2 peptide fluorescence polarization, 1536-well; 340,000 tested, 0.15% active; in the data active means inhibition above about 12%;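 further: human Keap1 Kelch domain with fluorescein labeled Nrf2 9mer peptide probe; 0% = neutral control wells and 100% = peptide positive control; higher means more block of Keap1 binding to Nrf2 peptide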
Target sequence (Q14145 whole entry, looked up, the tested form may be a part): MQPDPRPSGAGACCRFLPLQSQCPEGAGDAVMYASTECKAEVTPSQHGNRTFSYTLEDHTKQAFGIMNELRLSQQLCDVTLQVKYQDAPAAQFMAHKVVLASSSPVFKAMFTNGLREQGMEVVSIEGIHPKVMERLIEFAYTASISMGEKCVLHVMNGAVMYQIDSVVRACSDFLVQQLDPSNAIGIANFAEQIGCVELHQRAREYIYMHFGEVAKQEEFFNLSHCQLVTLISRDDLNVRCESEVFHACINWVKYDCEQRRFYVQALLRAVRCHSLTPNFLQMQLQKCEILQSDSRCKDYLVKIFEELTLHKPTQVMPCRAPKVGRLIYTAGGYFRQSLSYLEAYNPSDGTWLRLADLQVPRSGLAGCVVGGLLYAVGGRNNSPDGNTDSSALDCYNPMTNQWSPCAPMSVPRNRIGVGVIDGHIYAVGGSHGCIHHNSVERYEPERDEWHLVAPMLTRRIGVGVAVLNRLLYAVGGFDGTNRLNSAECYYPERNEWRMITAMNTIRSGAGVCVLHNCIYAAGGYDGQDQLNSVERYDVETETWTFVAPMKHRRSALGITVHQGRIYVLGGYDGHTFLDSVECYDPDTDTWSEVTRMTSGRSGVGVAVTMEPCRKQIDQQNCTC
Numbers without * were called inactive; / = no result given.

SMILES	SR-BI uptake up	PKA-R2B act	CAL PDZ FP-1	Rtt109 Vps75	RTF Ca sens act	CAL PDZ FP-2	DAGLB inh	RTF Ca sens inh	C-LANA FP	Keap1 Nrf2 FP
COc1cc(/C=C(/C#N)c2ccccc2F)ccc1OCc1ccccc1	-66	-1	-4	-5	-3	-2.8	-17	-5	0.3	-6
O=C(NCc1ccc2c(c1)OCO2)NC1CCCCC1	3	-7	2	1	10	0.0	0	-2	0.4	-2
COc1ccc(CC(=O)NC(C)CCc2ccccc2)cc1OC (centres undefined)	-9	-8	-3	3	-5	-0.3	-1	-11	1.4	2
NCCCNC(=O)Cn1c(=O)c2c3c(sc2n(Cc2ccccc2)c1=O)CCCC3	-19	10	-4	2	0	0.0	-1	-4	-2.0	-6
Cc1cc(-n2cnc3c(=O)[nH]cnc32)ccc1N	10	5	1	7	5	-0.6	0	-2	1.1	-3
O=C(c1ccco1)N1CCCC(c2nc(-c3ccc(S(=O)(=O)NCc4ccccc4)cc3)no2)C1 (centres undefined)	-33	-3	-1	1	1	-2.5	-4	-6	2.2	-4
Cc1ccc(OCC(=O)N(Cc2cccs2)C2CCS(=O)(=O)C2)cc1C (centres undefined)	-16	-1	-5	8	9	-0.3	0	2	-1.1	-5
CCCn1cc(S(=O)(=O)c2ccccc2)c(=O)c2cc(OC)c(OC)cc21	19	-5	-4	14	-6	-0.8	0	3	0.8	-2
CSc1nsc(SCC(=O)Nc2ccccc2C(N)=O)n1	/	-7	2	15	-4	-1.0	-1	11	0.8	0
Cn1cc(CNCc2cnc3ccccn23)c(-c2ccc(Oc3ccccc3)cc2)n1	-12	-1	2	/	-3	-2.9	0	-4	-0.9	-6
O=S(=O)(/C=C/c1ccccc1)N1CCN(Cc2ccccc2)CC1	11	-3	-2	2	0	0.5	-6	-6	0.1	-4
COc1ccc(Cn2ccnc2)cc1Br	-4	8	6	-4	3	-0.1	0	-3	0.1	0
CC[C@H](C)[C@@H]1NC(=O)[C@H]([C@@H](C)CC)NC(=O)[C@@H](CC(C)C)NC(=O)[C@H](Cc2ccccc2)NC(=O)[C@H](Cc2ccccc2)NC(=O)[C@@H]2CCCN2C(=O)[C@@H]2CCCN2C(=O)[C@H](C(C)C)NC(=O)[C@H](CC(C)C)NC1=O	50	-10	1	11	-7	0.8	0	-9	1.5	4
Cn1ccnc1CN1CCN(C(=O)c2cc(COc3ccc(F)c(F)c3)on2)CC1	6	7	-2	4	2	0.7	0	-1	-1.1	0
CCn1c(SCC(=O)N(C)C2CCS(=O)(=O)C2)nnc1-c1ccccc1 (centres undefined)	7	-10	/	-10	-5	-0.4	0	8	0.1	7
COc1cccc(C(=O)NC(=S)Nc2ccc(Cl)cc2C(=O)O)c1	7	-14	-7	-5	-4	-4.8	6	4	-1.3	1
O=C(Cc1cccc2ccccc12)Nc1nc2ccccc2[nH]1	0	1	/	1	5	-1.0	-2	-3	-0.1	0
O=C(c1ccc2ccccc2n1)N1CCN(Cc2c(F)cccc2Cl)CC1	0	0	-4	-3	-4	-3.2	-7	-4	-0.7	2
CCn1ncc(CN2CCC(Oc3ccc(C(=O)N4CCCC4)cc3)CC2)c1C	-12	-7	/	5	3	-0.1	1	-5	-1.0	-5
O=C(O)CCC(=O)N1CCc2cc(S(=O)(=O)NCc3cccs3)ccc21	17	-3	2	-4	5	0.7	-3	-9	0.2	5
O=C(Cc1ncc(C(F)(F)F)cc1Cl)N1CCN(c2cccc(Cl)c2)CC1	-23	-3	-3	9	4	0.1	1	-7	0.0	-5
CCOC(=O)CCCNC(=O)COc1ccccc1C#N	-9	-1	1	-17	2	-0.7	-1	-11	0.1	-1
Cc1cc(F)ccc1S(=O)(=O)N1CCCOC1CNC(=O)C(=O)NCCc1c[nH]c2ccccc12 (centres undefined)	3	-19	-2	3	7	0.5	3	-13	-0.1	0
O=C(CN(Cc1ccccc1)C(=O)c1csnn1)NCc1ccccc1	-4	-5	/	2	-5	-0.4	2	2	0.5	-3
CCOC(=O)NCc1ccc(S(=O)(=O)Nc2ccc(C)cc2)cc1	-3	-5	-3	9	0	-2.9	-4	-4	-1.3	-3
CCN(CC)CCn1c(NCc2cccc(OC)c2OC)nc2ccccc21	18	-1	4	4	-3	/	-2	-11	1.5	0
COCCNC(=O)CN(C(=O)CCC(=O)Nc1ccccn1)c1ccccc1OC	9	-3	-1	3	-1	0.0	0	0	-0.7	2
CCCNC(=O)C(Cc1ccc(OC)cc1)NC(=O)c1ccc(Cl)cc1 (centres undefined)	-14	-1	-1	-2	2	-0.5	4	-6	1.3	-7
CCOC(=O)C1(Cc2ccccc2)CCCN(Cc2ccc(OCCO)cc2)C1 (centres undefined)	-4	-8	/	0	10	-0.8	1	-4	-0.1	-5
O=C(c1ccccc1Cc1ccccc1)N1CCN(S(=O)(=O)c2ccccc2)CC1	8	-3	0	-2	-6	-0.5	-1	-9	0.3	1
Cc1ccc(NC(=O)N2CCC(C(=O)NCc3ccc(F)cc3)CC2)cc1	-15	1	-1	8	0	-1.0	1	-5	-0.7	-2
Cc1ccc(-c2nnc(SCC(=O)OC(C)C)n2N)cc1	18	0	0	-6	-2	-1.2	2	-6	0.0	4
CN(C(=O)COC(=O)c1ccccc1C(=O)c1ccccc1)c1ccccc1	3	2	-1	12	-5	-1.0	-1	3	-2.2	-1
O=C(/C=C/C=C/c1ccccc1)CC1(O)C(=O)N(CCc2ccccc2)c2ccccc21 (centres undefined)	6	-10	-12	1	2	-0.1	1	-3	1.5	-4
Cc1oc(-c2cccc(F)c2)nc1CN(Cc1ccccc1)C[C@@H]1CCC(=O)N1	-20	-5	-1	26	1	-2.1	-1	8	0.7	-2
OCCC1CN(Cc2cccc3c2OCO3)CCN1Cc1ccccc1 (centres undefined)	7	5	-2	-1	5	-0.7	-2	-9	1.0	-3
COc1ccc2nc(/C(C#N)=C\c3ccc(C(=O)O)cc3)[nH]c2c1	5	0	-11	-2	-1	-4.3	-3	-12	-0.3	-7
CCC(=O)Nc1ccc(C(=O)Nc2ccc(Br)cc2F)cc1	-11	-4	1	-31	-1	-2.1	-1	2	0.4	-2
Cc1onc(-c2ccccc2)c1C(=O)Nc1sc2c(c1C#N)CCC2	-41	7	1	19	1	-1.2	-1	-11	1.6	-2
Clc1ccc(-c2nc(Cc3ccccc3)no2)cc1	8	-3	-1	3	0	0.4	-13	3	0.5	-2
O=C(COC(=O)c1c[nH]c2ccccc12)Nc1ccc([N+](=O)[O-])cc1	7	6	-3	4	2	-0.5	-3	-5	-1.2	2
COc1ccccc1CNC(=O)C1CCN(S(=O)(=O)c2c(C)noc2C)CC1	12	4	-4	/	5	-1.3	3	8	-1.0	-1
CN(CC(=O)Nc1cccc(F)c1)C(=O)Cc1n[nH]c(=O)c2ccccc12	1	-1	-2	-19	0	-1.9	0	-5	0.3	-5
COC(=O)C(NC(=O)C(CC(C)C)NC(=O)C1CCC(C)CC1)C(C)C (centres undefined)	-10	1	0	9	-3	-0.4	-7	11	-1.5	2
O=C(CCCc1ccccc1)Nc1nnc(C(F)(F)F)s1	18	-1	2	1	-3	-1.2	-3	2	0.6	0
O=S(=O)(c1ccc(F)cc1)N1CCN(C(=S)NC2CCCC2)CC1	2	-6	-1	6	0	-0.7	0	10	-2.4	-1
COc1cccc(NC(=O)CN(C)C(=O)c2c(-c3c(F)cccc3Cl)noc2C)c1	-15	-6	0	21	2	-0.1	-5	0	0.2	-3
CC(c1ccco1)N(C(=O)COc1ccccc1[N+](=O)[O-])c1ccccn1 (centres undefined)	15	-2	-1	2	0	-0.9	-3	6	0.3	-1
Cc1ccc(C(=O)NC2CCCCC2)cc1S(=O)(=O)N1CCCC1	0	6	-5	-3	-3	-0.9	0	0	-1.0	5
CNC(=O)Nc1cccc(C(F)(F)F)c1	-1	-9	3	-4	0	-2.3	0	9	0.7	1
Cc1ccc(S(N)(=O)=O)c(C)c1-n1cnnn1	2	2	1	-15	2	0.1	0	-6	3.5	-4
COc1cccc(-c2nc3ccccc3s2)c1O	-13	-1	-3	0	-3	-1.6	-17	-2	0.3	-2
Cc1ccc(S(=O)(=O)N2CCN(C(=O)COC(=O)CSc3ccccc3)CC2)c(C)c1	14	-13	7	/	0	-0.8	-2	1	/	/
CC(Cn1nnc2ccccc21)C(=O)O (centres undefined)	-1	2	1	-1	-5	-0.5	1	0	-0.2	-6
O=c1c2cc(NC(=S)N3CCCC3)ccc2nc2n1CCCCC2	-1	-12	3	-10	4	-2.6	-1	-2	0.2	-5
Cc1ncc([N+](=O)[O-])n1CC(=O)Nc1ccccc1	-13	1	/	-2	-1	-0.9	-1	-12	-1.0	1
COCCNC(=O)C(c1ccc(F)cc1)N(Cc1ccccc1)C(=O)CCC(=O)Nc1nccs1 (centres undefined)	12	1	-4	-1	3	-4.3	-1	-19	0.1	1
CCN(C(=O)CN1C(=O)c2ccc([N+](=O)[O-])cc2C1=O)C1CCCCC1	-1	9	0	9	-2	1.0	-1	-12	-0.3	-4
CCC(=O)N1CCN(c2ccc(NC(=O)c3cc4ccccc4o3)cc2)CC1	-50	1	-1	1	0	-0.1	4	3	3.5	0
O=C(NCC1CC1)c1cccc2c1C(=O)c1ccc(N3CCCC3)cc1S2(=O)=O	-16	-1	-3	-8	18	0.3	-4	-38	18	-2
Cc1cc(O)c(C(C)C)cc1NC(=O)c1cccc(Cl)c1	-26	-5	-1	2	-1	0.0	-4	0	-0.3	-8
COc1ccc(CNC(=O)COC(=O)c2n[nH]c3ccccc23)cc1OC	10	-4	-3	2	5	-1.4	0	-11	-1.8	2

Fetched one by one from above, five records:
SMILES	SR-BI uptake up	PKA-R2B act	CAL PDZ FP-1	Rtt109 Vps75	RTF Ca sens act	CAL PDZ FP-2	DAGLB inh	RTF Ca sens inh	C-LANA FP	Keap1 Nrf2 FP
O=C(Cc1ncc(C(F)(F)F)cc1Cl)N1CCN(c2cccc(Cl)c2)CC1	-23	-3	-3	9	4	0.1	1	-7	0.0	-5
O=C(CCCc1ccccc1)Nc1nnc(C(F)(F)F)s1	18	-1	2	1	-3	-1.2	-3	2	0.6	0
CCn1c(SCC(=O)N(C)C2CCS(=O)(=O)C2)nnc1-c1ccccc1 (centres undefined)	7	-10	/	-10	-5	-0.4	0	8	0.1	7
COc1ccc(CNC(=O)COC(=O)c2n[nH]c3ccccc23)cc1OC	10	-4	-3	2	5	-1.4	0	-11	-1.8	2
Cc1cc(-n2cnc3c(=O)[nH]cnc32)ccc1N	10	5	1	7	5	-0.6	0	-2	1.1	-3
